High-throughput results (PubChem BioAssay)
HRas wt GTP: changes GTP binding to wildtype human HRas. 190,000 tested, 0.14% active. GTP binding activity, % at 10 µM. GST-Ras wt beads, Bodipy-FL-GTP binding, flow cytometry; actives lie on both sides. P01112;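 active means GTP binding activity at least 20% away from the 100% baseline, either lowered as inhibitor or raised as activator; inconclusive means flagged as likely green fluorescent, judged across all proteins in the well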;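 further: 0% = unlabeled GTP competition control and 100% = no-compound control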
Target sequence (P01112 whole entry, looked up): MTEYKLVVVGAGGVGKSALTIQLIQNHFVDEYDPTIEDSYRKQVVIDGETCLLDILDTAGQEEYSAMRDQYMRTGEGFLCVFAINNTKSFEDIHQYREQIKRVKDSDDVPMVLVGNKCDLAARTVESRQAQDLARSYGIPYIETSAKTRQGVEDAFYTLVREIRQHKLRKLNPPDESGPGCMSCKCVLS
ABCB1 block: human ABCB1 inhibition, ABCG2 as counter-screen. inhibition, % at 6.6 µM. 190,000 tested, 0.067% active. CCRF-Adr cells, JC-1 efflux, flow cytometry; in the data active means inhibition above about 40%;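 further: 0% = vehicle and 100% = reference inhibitor; higher value means more JC-1 retained so stronger ABCB1 efflux block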
Avidin fluor: compound fluoresces at 488/530 nm on avidin beads; fluorescence (KMESF) at 10 µM; compound fluorescence 488/530 nm, flow cytometry; active compounds read high; AID 1775; 220,000 tested, 0.38% active; in the data active means fluorescence above about 47; further: inactives centre near 10
ABCG2 inh: human ABCG2 inhibition, ABCB1 as counter-screen; 190,000 tested, 0.1% active; AID 1325; IgMXP3 cells, JC-1 efflux, flow cytometry; inhibition, % at 6.6 µM; Q9UNQ0;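 active means inhibition above 80%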;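 further: 0% = DMSO and 100% = nicardipine control wells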
Target sequence (Q9UNQ0 whole entry, looked up): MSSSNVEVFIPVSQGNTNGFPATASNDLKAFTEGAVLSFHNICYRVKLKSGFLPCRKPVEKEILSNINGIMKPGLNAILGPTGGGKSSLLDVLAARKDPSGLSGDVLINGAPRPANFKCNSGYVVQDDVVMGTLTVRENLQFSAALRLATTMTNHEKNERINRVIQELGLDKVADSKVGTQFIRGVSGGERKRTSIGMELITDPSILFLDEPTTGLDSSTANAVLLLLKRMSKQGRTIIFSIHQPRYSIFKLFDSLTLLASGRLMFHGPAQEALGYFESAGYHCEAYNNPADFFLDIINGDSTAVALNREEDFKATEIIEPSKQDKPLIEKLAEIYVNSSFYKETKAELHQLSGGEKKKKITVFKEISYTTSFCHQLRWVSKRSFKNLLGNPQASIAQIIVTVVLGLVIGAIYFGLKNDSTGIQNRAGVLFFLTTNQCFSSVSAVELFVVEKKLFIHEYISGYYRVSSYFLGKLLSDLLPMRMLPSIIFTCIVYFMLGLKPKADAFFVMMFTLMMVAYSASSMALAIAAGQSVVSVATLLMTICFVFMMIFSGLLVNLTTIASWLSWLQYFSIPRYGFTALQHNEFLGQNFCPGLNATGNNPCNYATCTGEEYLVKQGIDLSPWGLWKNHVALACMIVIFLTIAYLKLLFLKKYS
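Test system: IgMXP3 cells (ABCG2) mixed with DDAO far-red-labelled CCRF-Adr cells (ABCB1). Reagent: JC-1 transporter substrate. Compound dosing: single test compound dose, 6.6 µM final. Times: 10 min compound exposure, 25 °C. Detection: flow cytometry of retained JC-1 fluorescence. Read-out basis: efflux inhibition in percent versus controls. Controls: nicardipine and DMSO wells.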
Rab2A wt mod: changes GTP binding to wildtype dog Rab2A, up or down; P61105; GST-Rab2 wt beads, Bodipy-GTP binding, flow cytometry; GTP binding activity, % at 10 µM; 190,000 tested, 0.19% active; AID 760;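 active means GTP binding activity at least 20 points away from 100%, either lowered or raised; inconclusive means signal likely due to the compound's own green fluorescence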;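 further: 0% = beads with excess unlabeled GTP and 100% = no-compound control corrected for plate trend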
Rac1 act GTP bind: human Rac1 activated mutant GTP binding change. P63000. GST-Rac1 activated beads, fluorescent GTP binding, flow cytometry; actives lie on both sides; 100% means binding = to untreated wells. percent activity (GTP binding), % at 10 µM. 190,000 tested, 0.11% active. AID 764;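 active means GTP binding at least 20 percentage points away from the 100% baseline, in either direction, so actives lie on both sides; inconclusive means Compound likely fluorescent itself, or too few beads counted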
Pf gamet viab: inhibitors of late stage P. falciparum gametocyte viability. inhibition, % at 10.9 µM. P. falciparum stage V gametocytes, ATP luminescence, 24 h. 150,000 tested, 0.065% active. AID 743093;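 active means inhibition above the mean plus 3 SD of compounds within the control limits, set per campaign, cut at about 38% in these data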;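 further: 0% = DMSO wells and 100% = medium only without gametocytes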
GSH fluor: compound fluoresces at 488/530 nm on GSH beads; AID 1776; 190,000 tested, 0.25% active; fluorescence (KMESF) at 10 µM; GSH beads flow cytometry, compound fluorescence 488/530 nm; active compounds read high; in the data active means fluorescence above about 89;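 further: glutathione beads carrying GST-tagged Bcl family fusion proteins plus one bare bead set; values are compound well signal with DMSO vehicle wells as background; inactives centre near 16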
Cdc42 wt GTP: modulators (inhibitors or activators) of GTP binding to human Cdc42 wildtype. P60953. GST-Cdc42 beads, Bodipy-GTP binding, flow cytometry; actives lie on both sides. percent activity (GTP binding), % at 10 µM. 190,000 tested, 0.2% active. AID 761;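 active means percent activity GTP binding at least 20 points away from the 100% baseline, either down as inhibitor or up as activator; inconclusive means compound flagged as likely green fluorescent from well-wide comparison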;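 further: median bead fluorescence of bound Bodipy-FL-GTP at 100 nM; 0% = excess unlabeled GTP control and 100% = no compound control; below 100% means less GTP binding so inhibitor and above means activator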
Target sequence (P60953 whole entry, looked up): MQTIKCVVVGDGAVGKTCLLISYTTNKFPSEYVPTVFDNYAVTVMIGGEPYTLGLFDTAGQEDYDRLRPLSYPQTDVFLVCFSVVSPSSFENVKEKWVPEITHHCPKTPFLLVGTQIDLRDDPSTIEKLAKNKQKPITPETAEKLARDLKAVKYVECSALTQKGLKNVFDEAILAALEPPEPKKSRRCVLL
Rac1 wt GTP bind: modulators of human Rac1 wildtype GTP binding. P63000. GST-Rac1 beads, fluorescent GTP binding, flow cytometry; actives lie on both sides; 0 = cold GTP competed, 100 = untreated. GTP binding activity (% of control), % at 10 µM. 190,000 tested, 0.27% active. AID 757;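 active means GTP binding activity at least 20 points away from the 100% control level, either lower or higher; inconclusive means compound flagged as likely green fluorescent, judged across all proteins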
Rab7 wt modul: dog Rab7 wildtype GTP binding, inhibitors and activators. GST-Rab7 beads, fluorescent GTP binding, flow cytometry; actives lie on both sides; untreated = 100%, excess cold GTP = 0%. GTP binding activity (percent of control), % at 10 µM. 190,000 tested, 0.055% active. AID 758;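 active means fluorescent GTP binding to Rab7 beads changed by at least 20 points from the 100% baseline, either direction, mostly lower; inconclusive means compound itself probably fluorescent, or too few beads counted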;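 further: median green fluorescence of bound Bodipy-FL-GTP per Rab7 bead population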
The depositor's hits bear a star; ? = inconclusive; nt = no result given.

SMILES	HRas wt GTP	ABCB1 block	Avidin fluor	ABCG2 inh	Rab2A wt mod	Rac1 act GTP bind	Pf gamet viab	GSH fluor	Cdc42 wt GTP	Rac1 wt GTP bind	Rab7 wt modul
CC(C)CCn1c(C(C)O)nc2ccccc21 (stereo not drawn)	97	0.0	4	0	97	98	nt	26	98	101	96
c1ccc2c(-c3nc(-c4ccncc4)no3)cccc2c1	96	0.6	32	4	94	95	nt	12	95	95	92
Cc1ccc(S(=O)(=O)N(C)c2ccc(C)c([N+](=O)[O-])c2)cc1	95	2.1	13	24	97	95	-7	8	98	96	92
CC1CCN(C(=O)Cn2c(SCC(=O)Nc3nccs3)nc3ccccc32)CC1	95	1.4	9	14	93	93	-41	54	98	92	96
O=C(O)CCC(=O)N1CCN(c2cccc(Cl)c2)CC1	102	0.3	13	1	103	100	-26	36	101	102	102
COCc1ccc([C@@H]2C[C@H]3CN(Cc4ccccc4C)C(=O)[C@]34CCCN24)o1	99	0.6	1	-1	100	96	-6	13	96	98	104
CCCS(=O)(=O)c1c(S(=O)(=O)CCC)c2cnccn2c1C(=O)c1ccc(CC)cc1	101	3.1	21	2	100	98	nt	14	101	103	98
Cc1cccc(-n2ncc3c(N4CCc5ccccc54)ncnc32)c1	99	0.6	10	2	98	99	nt	8	99	107	98
CCOC(=O)c1c(NC(=O)CSc2ncnc3ccccc23)sc(C)c1C	98	2.5	11	9	97	99	-8	9	99	101	99
O=C(Cc1cccs1)N1CCCC(c2nc3c(nnn3Cc3ccc(F)cc3)c(=O)[nH]2)C1 (stereo not drawn)	102	0.3	13	3	102	100	nt	11	104	105	102
CCN1C(=O)CC(N2CCN(C(c3ccccc3)c3ccccc3)CC2)C1=O (stereo not drawn)	103	1.2	8	3	105	102	6	10	104	103	104
COc1ccc(OC)c(C(c2nnnn2C2CCCC2)N2CCN(c3ccccc3)CC2)c1 (stereo not drawn)	102	6.8	23	35	100	100	-4	20	104	102	101
CCN1CCN(Cc2ccc(NC(=O)Nc3ccccc3Cl)cc2)CC1	100	-1.9	7	-1	103	101	nt	19	105	103	102
COc1ccccc1N1C(=O)CC(Sc2nc(C)cc(C)n2)C1=O (stereo not drawn)	94	0.3	22	1	95	96	1	11	96	97	90
COc1cc(NC(=O)C(C)C)ccc1NC(=O)c1ccco1	100	0.0	13	2	99	99	-32	22	100	99	96
COc1ccc(NC(=O)COC(=O)C2CCN(S(=O)(=O)c3cccs3)CC2)cc1	96	-0.2	7	8	95	95	-10	68	96	95	98
COc1ccc(NC(=O)NC2CCCCC2C)cc1 (stereo not drawn)	101	0.0	9	6	96	96	5	15	94	99	95
O=C(CCc1nc2ccccc2c(=O)[nH]1)OCCOc1ccc(Cl)cc1	94	-0.1	7	3	96	94	0	15	94	97	95
S=c1[nH]nc(COc2ccccc2)n1/N=C/c1cccs1	100	-0.5	13	-3	97	97	6	15	101	101	96
O=C(O)C1CCCCC1C(=O)Nc1ccc(Cl)cc1 (stereo not drawn)	97	0.9	16	2	95	96	nt	25	96	94	95

Continued, overlapping the part above by two compounds.
SMILES	HRas wt GTP	ABCB1 block	Avidin fluor	ABCG2 inh	Rab2A wt mod	Rac1 act GTP bind	Pf gamet viab	GSH fluor	Cdc42 wt GTP	Rac1 wt GTP bind	Rab7 wt modul
S=c1[nH]nc(COc2ccccc2)n1/N=C/c1cccs1	100	-0.5	13	-3	97	97	6	15	101	101	96
O=C(O)C1CCCCC1C(=O)Nc1ccc(Cl)cc1 (stereo not drawn)	97	0.9	16	2	95	96	nt	25	96	94	95
CCn1c(C(=O)Nc2ccsc2C(=O)OC)cc2sc(Cl)cc21	98	-1.9	8	-1	100	96	nt	22	99	101	104
O=C(COC(=O)c1ccccc1)Nc1cccc(S(=O)(=O)N2CCOCC2)c1	98	0.0	12	9	98	96	-12	13	96	102	105
Cc1[nH]c(=S)sc1Cc1ccc(Cl)c(Cl)c1	103	-0.3	2	-3	102	103	-15	6	104	108	100
O=S(=O)(NCC1OCCc2ccccc21)c1ccc(S(=O)(=O)N2CCOCC2)cc1 (stereo not drawn)	100	0.1	6	0	99	98	nt	6	101	102	96
Cc1cc(C)nc(NS(=O)(=O)c2ccc(NC(=O)CSc3nc4ccccc4[nH]3)cc2)n1	95	-0.1	6	-1	96	98	15	14	98	95	94
Cc1ccc(S(=O)(=O)N2CCCC2C(=O)Nc2nccs2)cc1 (stereo not drawn)	104	0.7	7	3	102	100	-20	15	104	106	100
O=C(c1cccc(C(=O)N2CCc3ccccc32)n1)N1CCc2ccccc21	104	1.5	10	7	102	103	nt	45	104	106	103
O=C(CSCC(=O)Nc1ccccc1)N/N=C/c1c(O)ccc2ccccc12	94	-0.3	8	-2	93	94	nt	22	95	92	92
O=C(CCCn1c(SCc2cccc([N+](=O)[O-])c2)nc2ccccc2c1=O)NCC1CCCO1 (stereo not drawn)	97	17	7	19	99	96	nt	15	95	103	95
O=C(CCCc1c[nH]c2ccccc12)N1CCN(c2ccc(N3CCOCC3)nn2)CC1	101	1.2	5	10	103	98	nt	16	100	103	101
CCOC(=O)c1c(=O)n(O)c2ccc(C)cc2[n+]1[O-]	98	0.4	3	1	97	97	nt	41	97	100	98
O=C(O)COc1ccc2nsnc2c1Cl	99	0.1	33	0	98	99	-2	16	102	103	99
Cc1csc(NC(=O)CCC(=O)N(CC(=O)NC2CCCC2)Cc2ccco2)n1	104	0.7	20	3	100	102	21	8	105	106	100
Clc1ccc(C2=NN=C3COc4ccccc4N3C2)cc1	96	1.6	1	20	96	101	5	9	98	99	98
CCn1cc(C(=O)Nc2cc(C)ccc2C)c(=O)c2ccc(C)nc21	98	0.1	11	1	99	96	nt	15	99	100	104
Cc1noc(NS(=O)(=O)c2ccc(NC(=O)CCN3C(=O)c4ccccc4C3=O)cc2)c1C	?	0.2	21	1	?	?	nt	11	?	?	?
COc1ccccc1N1CCN(C(=O)C(NS(=O)(=O)c2cccs2)c2ccccc2)CC1 (stereo not drawn)	105	2.0	7	5	105	103	nt	18	108	104	98
O=C(O)CCCNC(=O)c1cncc(Br)c1	108	0.9	25	4	104	99	21	12	107	109	109
Cc1nn(C)c(C)c1C1C(C#N)=C(N)Oc2n[nH]c(C)c21 (stereo not drawn)	95	-0.2	7	-6	95	98	nt	10	98	99	96
COc1ccc(-c2ccc(SCC(=O)NCc3ccco3)nn2)cc1OC	96	-3.7	4	-4	92	96	nt	28	93	99	95
COc1ccc(/C=N/NC(=O)C[n+]2ccccc2)c(OC)c1OC	100	1.3	11	9	101	99	5	12	101	102	94
NS(=O)(=O)c1ccc(CCNC(=O)C2CCN(S(=O)(=O)c3cnc[nH]3)CC2)cc1	99	0.4	3	1	99	99	5	27	99	99	100
CC(=O)Nc1cccc(NC(=O)c2oc3ccccc3c2C)c1	102	0.7	15	9	101	99	nt	19	101	101	101
COc1ccc(C(=O)Nc2ccccc2-c2nnn(CC(=O)NCc3ccco3)n2)cc1	104	0.8	6	8	101	101	-14	15	102	107	99
O=C1C(c2ccccc2)C(c2ccccc2)NC(c2ccccc2)C1c1ccccc1 (stereo not drawn)	102	0.5	13	-6	101	98	22	34	101	102	103
CC(=O)Nc1cc(C(=O)N2CCc3ccccc3C2)ccc1Sc1ccc(C)cc1	101	1.4	9	2	99	99	9	13	99	104	102
CCOC(=O)C/C(C)=N/NC(=O)CN(c1ccc(Br)cc1)S(=O)(=O)c1ccccc1	96	-0.8	5	-6	95	98	nt	16	99	100	95
CCNC(=O)NC(=O)C(C)OC(=O)C1CCN(S(=O)(=O)c2ccc(C)c(C)c2)CC1 (stereo not drawn)	99	0.2	14	-1	97	99	-21	8	97	103	97
CCCC(=O)NC(NC(=S)Nc1ccc(S(N)(=O)=O)cc1)C(Cl)(Cl)Cl (stereo not drawn)	100	-1.0	8	-5	103	104	-17	18	104	105	99
CCOC(=O)N1CCN(C(=O)c2ccc(OC)c(S(=O)(=O)N3CCOCC3)c2)CC1	96	-0.1	9	-1	96	93	3	69	95	94	101
CCN(CC)S(=O)(=O)c1cc(NC(=O)Cn2cnc3ccccc3c2=O)ccc1C	96	0.2	9	1	93	92	nt	58	97	92	100
CCc1nnc(NC(=O)c2cc(S(=O)(=O)N3CCCCC3)ccc2N2CCOCC2)s1	94	-0.1	13	-1	95	92	-18	69	91	94	99
CCN(CC)CCOC(=O)C1c2ccccc2Oc2ccccc21	103	-5.4	14	-2	102	100	nt	29	102	101	105
COCCCNC(=O)c1c(F)c(F)c(F)c(F)c1F	101	0.5	11	1	101	98	nt	41	102	103	100
CCOC(=O)c1nn(-c2ccccc2C)c(=O)c2c(N)scc12	97	0.1	21	4	96	96	-7	8	97	98	98
COc1ccc(CC(=O)Nc2ccc(OC)c(NC(=O)c3ccco3)c2)cc1	98	0.7	15	2	95	97	-2	9	100	101	96
CCN(CC)c1ccc(C(=O)OCC(=O)Nc2cccc(S(=O)(=O)NC3=NCCCCC3)c2)cc1	101	-0.5	12	5	99	100	5	10	101	103	94
c1ccc(CSc2nnc(-c3cccs3)o2)cc1	102	0.6	26	2	104	100	nt	18	103	103	100
O=C(Nc1ccccc1N1CCN(c2ccc(F)cc2)CC1)C1CCCCC1	101	0.6	10	2	101	97	-29	10	97	100	102
CC(=O)N(CN1C(=O)C2CC=CCC2C1=O)c1cccc(Cl)c1 (stereo not drawn)	103	0.3	13	2	101	99	12	33	100	107	106
CCOC(=O)CCP(=O)(O)C(O)(c1ccccc1)c1ccccc1	100	-0.1	nt	1	101	100	-15	47	108	111	99
COC(=O)c1cn(NC(=O)C2CCCCC2)c(=O)c2ccccc12	102	0.6	6	1	101	99	nt	29	103	102	99
N#Cc1nc(COc2ccccc2Cl)oc1N1CCCCCC1	97	0.1	16	5	96	95	nt	11	95	97	97
CC1NC(=O)NC1CCCCCC(=O)NCCc1ccccc1 (stereo not drawn)	97	0.3	3	2	97	96	nt	44	101	98	98
CCC(C)(C)NC(=O)C(c1cccn1C)N(C(=O)Cn1nnc2ccccc21)c1ccc(NC(C)=O)cc1 (stereo not drawn)	96	0.0	7	6	98	97	-9	14	96	101	98
COC(=O)CNC(=O)COC(=O)c1ccc(Cl)nc1	99	1.1	9	1	99	92	-8	14	95	94	103
O=C(COc1ccc2ccccc2c1)N1c2ccccc2Sc2ccccc21	96	0.2	4	0	95	95	1	39	96	95	98
